miR122 inh = miR-122 Renilla sensor signal increase in Huh7, primary screen, miR-122 inhibitor project, cell-based, single point, plate reader. 0.3% of 340,000 active. Huh7 miR-122 Renilla luciferase sensor, 48 h; neutral wells = 0, positive control = 100. activation (reporter increase), % at 12.5 µM;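 active means mean replicate activation score at least 90 and every replicate individually at or above 90; inconclusive means only one of the two criteria met; inactive means neither criterion met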;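 further: higher luciferase means less miR-122 activity so hits act as miR-122 inhibitors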
Cneo AK release = Cryptococcus neoformans cell lysis inducers, primary screen, AK release luminescence, single concentration; C. neoformans lysis, adenylate kinase release luminescence, 4 h; normalised: neutral wells 0, clomiphene wells 100; lysis activity, % at 15 µM; 0.2% of 360,000 active;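 active means mean lysis activity across replicates of at least 80%, whatever share of replicates individually reach that level; inactive means mean lysis activity below 80%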
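Material – log-phase Cryptococcus neoformans yeast cells · Input – 5 × 10^6 yeast cells/mL · Medium – fresh YPD growth medium · Doses – single compound concentration per well · Timing – static 4 h at 37 °C with compound, 1 h detection · Detection – adenylate kinase release luminescence · Read-out – signal increase indicating cell lysis · Control set – Clomiphene as positive lysis control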
FN deposition inh = inhibitors of fibronectin matrix deposition, primary screen, AH1F cells, Alexa488-fibronectin fluorescence, plate reader; inhibition, % at 12.6 µM; 0.086% of 350,000 active; AID 743247, 2014; AH1F fibroblasts, overnight;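 active means mean inhibition across replicates of 30% or more, regardless of how many single replicates reach that level; inconclusive means mean under 30% yet at least half of replicates reach 30%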;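 further: positive control wells lacked labelled fibronectin entirely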
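Material: AH1F fibroblasts assembling fluorescent fibronectin matrix; amount: 10000 AH1F cells/well; medium: DMEM, 2% serum; reagent: Alexa488-fibronectin, 24 nM final in well; dosing: single compound dose, delivered by pin transfer; incubation: 1 h adhesion, overnight exposure; detection: fluorescence after three HBSS washes, excitation 485 nm, emission 525 nm; measure: fibronectin deposition inhibition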
CFTR F508del cor = F508del CFTR correction, initial screen, CFBE line, single point; CFBE cells, YFP halide quenching; stimulated with forskolin plus potentiator P3; % fluorescence drop versus neutral controls; activity (quench increase), % at 7.58 µM; 0.36% of 350,000 active;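 active means mean added fluorescence quench of at least 8% versus neutral control, with both replicates also reaching 8%; inconclusive means only one of the mean or replicate conditions met; inactive means mean below 8% and not both replicates reaching 8%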;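 further: cells transiently co-express mutant CFTR-F508del with the halide-sensitive YFP; corrector assay measuring rescue of mutant channel to the surface after 24 h compound exposure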
PGC1a acetyl inh = inhibitors of PGC1a acetylation signal, primary screen, cell-based, U2OS, AlphaScreen, inhibitor mode; AlphaScreen anti-acetyl-lysine; with virally co-expressed GCN5 acetyltransferase; inhibition, % at 15.6 µM; 0.17% of 350,000 active;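 active means every replicate shows inhibition of at least 40%; inconclusive means mean inhibition at least 40% but some replicate below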;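 further: 0% = neutral control wells and 100% = positive control wells; some results beyond the cut were filed as inactive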
GSIS activator = GLuc luminescence reporter in INS-1E cells, primary screen for activators of glucose-dependent secretion of insulin. AID 743287, 2014. 0.61% of 370,000 active. activation, % at 16.6 µM. INS-1E GLuc reporter insulin secretion, 2-3 h;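 active means lowest replicate activation of at least 40%, so every replicate reaches that level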;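 further: 0% = median of neutral control wells and 100% = median of IBMX positive control wells; some compounds called inactive have numbers as strong as hits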
PglD DTNB = C. jejuni PglD acetyltransferase inhibitors, primary screen, biochemical, DTNB colorimetric, single point. AID 602405, 2012. 0.098% of 360,000 active. UDP-N-acetylbacillosamine N-acetyltransferase PglD (Campylobacter jejuni). purified PglD enzyme, DTNB colorimetric CoA detection. inhibition, % at 12.5 µM; in the data active means inhibition above about 16%, passing the limit was not always enough; inconclusive means no clear call, values can overlap the other calls; further: strong numbers were not always called active
C2C12 statin = suppressors of statin myotoxicity in C2C12 myotubes, primary screen, cell-based, single point, plate reader; C2C12 myotubes + simvastatin, ATP luminescence, 48 h; scaled: DMSO 0, geranylgeraniol control 100; rescue of ATP level, % at 7.49 µM; 0.78% of 330,000 active; AID 602340, 2012;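 active means mean ATP rescue above about 67%, or every replicate alone reaching that limit, limit read from the data, passing the limit was not always enough; inconclusive means no clear call, values can overlap the other calls; inactive means mean under the limit and some replicate under it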;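 further: myotubes were challenged with 10 µM simvastatin during compound exposure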
* marks the source's active call; other numbers are inactive results; ? = inconclusive; · = not tested or not shown; & = joins results of further samples; [ ] = remark or other dose.

Start of the data: the first 2 compounds as a preview:
SMILES	miR122 inh	Cneo AK release	FN deposition inh	CFTR F508del cor	PGC1a acetyl inh	GSIS activator	PglD DTNB	C2C12 statin
CC(=O)N(C)C[C@H]1Oc2cc(-c3ccncc3)ccc2S(=O)(=O)N([C@H](C)CO)C[C@H]1C	-13.8[16.7 µM]	4.7	11.1	1.6	4.8	11.2	1.4	0.4
N#CCn1cc(/C=N/NC(=O)c2cc3c(ccc4ccccc43)o2)c2ccccc21	-0.1	-2.3	2.2	5.1	-8.4	10.1	5.2	-32.6

All compounds of this part, from the first entry:
SMILES	miR122 inh	Cneo AK release	FN deposition inh	CFTR F508del cor	PGC1a acetyl inh	GSIS activator	PglD DTNB	C2C12 statin
CC(=O)N(C)C[C@H]1Oc2cc(-c3ccncc3)ccc2S(=O)(=O)N([C@H](C)CO)C[C@H]1C	-13.8[16.7 µM]	4.7	11.1	1.6	4.8	11.2	1.4	0.4
N#CCn1cc(/C=N/NC(=O)c2cc3c(ccc4ccccc43)o2)c2ccccc21	-0.1	-2.3	2.2	5.1	-8.4	10.1	5.2	-32.6
CC(C)NC(=O)C1CCN(C2CCN(C(=O)c3scc4c3CCCC4)CC2)CC1	·	·	-5.6	-0.2	4.6	2.9	·	·
COC(=O)CCCCCc1ccc(C(C)=O)s1	4.3	-1.6	-2.0	·	7.4	·	-1.0	1.5
O=C(O)c1cccc(COc2ccc3c(c2)CCC3)c1	-3.5	-6.7	0.0	-1.0	18.2	-5.3	-3.0	·
Cc1csc(SCC(=O)Nc2cc(C(C)(C)C)nn2-c2ccccc2)n1	-0.4	1.3	-3.8	·	6.8	-10.0	1.9	0.4
Cc1ccc(C2=[N+]([O-])C3(CCCCC3=O)N(O)C2(C)C)cc1 (stereo unspecified)	-1.2	0.7	0.5	·	0.4	·	-2.3	-3.3
CCCC(=O)Nc1ccc2c(c1)C(=O)N(C)C[C@H](OC)[C@@H](C)CN(C(=O)C1CCCC1)[C@@H](C)CO2	·	-0.7	1.0	2.9	-11.7	-4.3	-0.1	-7.8
CCNC(=S)NNC(=O)c1cccnc1	-1.4	-3.4	5.1	·	-8.0	9.9	-2.4	-3.4
C=CC[C@]1(C(=O)NCCCOC)COC(c2ccc(OCCCO)cc2)=N1	·	2.8	·	-0.2	1.1	·	-2.9	·
CC(C#N)Sc1ncnc2sc3c(c12)CCC3 (stereo unspecified)	·	-0.7	·	·	10.6	10.6	3.6	37.2
C[C@@H]1CN([C@@H](C)CO)C(=O)c2cccc(NS(=O)(=O)c3ccccc3)c2O[C@H]1CN(C)C(=O)NC1CCCCC1	3.8[16.7 µM]	0.3	·	3.0	0.7	10.2	-1.0	9.3
CCS(=O)(=O)n1nc(-c2ccc(C)cc2)nc1N	5.8	1.4	·	·	0.7	·	0.3	·
C=CCC(NCc1ccccc1)c1ccco1 (stereo unspecified)	·	0.0	·	1.2	7.1	0.7	-1.1	-8.3
CN(CC(=O)Nc1ccccn1)S(=O)(=O)c1ccc(Cl)cc1	-2.2	12.8	·	·	-11.4	·	·	16.8
Cc1ccc(NC(=O)Cn2nnc(-c3ccc4c(c3)OCO4)n2)cc1F	-9.6	-1.0	6.6	0.7	·	-0.7	-0.9	0.7
C/C(=N/O)c1cc(C(C)(C)C)c(O)c(C(C)(C)C)c1	9.1	2.3	6.4	·	·	·	-3.9	·
CN1CCN(C(=O)c2ccccc2NS(=O)(=O)c2ccc(F)cc2)CC1	-3.3	0.0	-4.8	-2.1	-5.8	-5.5	0.2	7.9
Cc1ccc(Cl)cc1NC(=O)COC(=O)CCN1C(=O)C2CC=CCC2C1=O (stereo unspecified)	-1.1	-1.8	3.2	1.7	-0.7	-12.0	3.3	6.6
C[C@H]1C[C@H]2[C@@H]3CCC4=CC(=O)C=C[C@]4(C)[C@@]3(Cl)[C@@H](O)C[C@]2(C)[C@@]1(O)C(=O)CO	1.2	0.6	4.0&3.5	6.4	0.7	-13.3	5.0	18.2
O=C(NC1=NCCS1)c1cc(Cl)ccc1Cl	-4.6	8.8	7.3	-1.3	9.8	33.7	-7.9	-7.8
O=S(=O)(Nc1cccc(-c2nnco2)c1)c1ccc(F)cc1F	6.2	-1.5	1.5	-1.8	3.9	·	-2.6	·
C[C@H](CO)N1C[C@H](C)[C@@H](CN(C)C(=O)Nc2ccccc2)Oc2c(NC(=O)Nc3ccc4c(c3)OCO4)cccc2C1=O	13.4	-3.5&-2.8	5.0	0.7&-4.6	-5.9	-6.4&-3.7	0.9&-2.7	-7.6&3.0
CC(=O)OC1CC2(C)C(C(C)=O)CCC2C2CCC3=CC(=O)CCC3(C)C12 (stereo unspecified)	-8.9	1.4	2.3	1.2	8.2	·	4.2	-9.9
Cc1cccc(NC(=O)N2C3CCCC2CC(NC(=O)C2CC2)C3)c1 (stereo unspecified)	-2.1	0.3	3.2	0.9	·	0.5	-1.3	27.7
CC(=O)c1c(C)[nH]c(C(=O)Nc2cc(F)ccc2C)c1C	·	-1.5	-8.2	-2.7	·	-1.8	-2.8	7.7
CC(C)NC(=O)N(C)C[C@@H]1Oc2ccc(NC(=O)CCC(F)(F)F)cc2CC(=O)N([C@H](C)CO)C[C@@H]1C	-4.2[16.7 µM]	-3.0	·	-0.3	-4.3	37.0	-3.0	-0.6
C[C@H](CO)N1C[C@H](C)[C@H](CN(C)C(=O)Nc2ccc(C(F)(F)F)cc2)Oc2ccc(NS(=O)(=O)c3cccs3)cc2C1=O	-8.3[16.7 µM]	3.6	1.6	-1.9	3.2	-22.2	5.5	-14.1
CC1SC(c2ccccc2)N(CC(O)c2ccc([N+](=O)[O-])cc2)C1=O (stereo unspecified)	-2.7	-0.2	-7.1	5.2	·	-12.4	7.2	-7.0
O=C(COC(=O)c1ccccc1NCCO)NNC(=O)c1cccs1	-4.3	-2.3	7.7	-2.3	-2.3	5.6	-6.4	-0.6
CCCCNc1nc2c(S(=O)(=O)c3ccccc3)nnn2c2ccccc12	·	1.8	-5.6	-3.4	·	·	-1.7	-7.8
O=C(COC(=O)c1cc[n+]([O-])cc1)Nc1ccc(Cl)c(C(F)(F)F)c1	-5.1	-0.4	-6.0	1.7	-6.5	-40.5	5.8	4.8
CCCNC(=O)[C@H]1[C@H](CO)[C@H]2Cn3c(ccc(-c4cccc(F)c4)c3=O)[C@@H]1N2C(=O)CC	-0.7[16.7 µM]	-1.6	·	-2.3	-3.3	1.6	2.8	4.6
C[C@H](CO)N1C[C@H](C)[C@@H](CN(C)Cc2ccc(Oc3ccccc3)cc2)OCc2cnnn2CCCC1=O	-9.6	-2.7	11.1&13.0	0.3&1.2&-0.4	-11.6&-4.5&-3.4	6.1&-6.8	3.0	3.4&-5.0&-4.2
C[C@H](O)[C@@H]1C(=O)N2CCc3ccc(N4CCN(C)CC4)cc3[C@@H]2C[C@@H]1N(C)C(=O)Nc1cc(Cl)cc(Cl)c1	-8.2	0.5	·	-2.9	5.0	-25.8	-1.2	-9.5
COc1ccc(NC(=O)CCC(=O)c2ccc(Cl)cc2)cn1	-6.5	-3.4	5.8	1.6	1.2	-5.9	-4.4	3.5
COc1ccc2[nH]c3c(c2c1)CCN1C(=O)C(CC(=O)NCCCn2ccnc2)C[C@H](C(=O)N2CCOCC2)[C@@]31C (stereo partly specified)	-2.6	1.7	-4.5	-4.4	0.0	1.9	-0.4	-11.0
CCOc1cc2[nH]c(=S)n(CCC(=O)N3CCc4ccccc4C3)c(=O)c2cc1OCC	-17.2	·	17.4	·	-14.3	·	2.5	-11.0
CCOC(=O)CSc1nc(C2CC2)nc2ccccc12	0.2	0.0	-7.6	·	10.0	·	2.4	3.0
Cc1ccc(-c2ccc3c(c2)O[C@@H](CN(C)C(=O)C2CCCCC2)[C@H](C)CN([C@H](C)CO)S3(=O)=O)cc1	13.0[16.7 µM]	·	-23.5	3.6	?	-15.3	·	-100.6
Cc1ccc(-n2nc(-c3cccnc3)cc2C(=O)N2CCOCC2)c(C)c1	-4.6	8.1	·	·	-0.2	·	-3.0	·
Nc1nc2ccccc2n1CCOc1ccc(Cl)cc1	-0.8	2.0	4.7	0.7	-4.9	-1.0	-0.4	-3.4
C[C@@H]1CCCCO[C@@H](CN(C)Cc2ccncc2)[C@H](C)CN([C@H](C)CO)C(=O)c2cc(NC(=O)Nc3cccc4ccccc34)ccc2O1	-2.4[16.7 µM]	1.2	·	2.0	-2.1	3.7	-3.2	·
O=C(COc1nncc2ccccc12)NCCC1=CCCCC1	0.1	-1.9	1.9	·	4.1	6.8	-4.6	-3.5
COCCN(C(=O)COC(=O)c1cc2ccccc2cc1O)c1c(N)n(Cc2ccccc2)c(=O)[nH]c1=O	1.7	0.5	1.1	1.6	-1.7	-29.2	5.7	-14.3
CCCCNc1c(-c2cccc(-c3ccc(OC)cc3)c2)nc2cc(C)ccn12	12.1	36.0	-4.2	7.2	-10.0	·	-0.5	-246.5
COc1ccc(-c2ccc3nnc(SCC(=O)NCC4CCCO4)n3n2)cc1 (stereo unspecified)	-3.3	0.0	-4.4	1.9	·	3.4	-6.5	-1.8
C=CCN1C(=NC(=O)COc2ccc(Cl)cc2)SC2CS(=O)(=O)CC21 (stereo unspecified)	-0.8	0.6	-11.1	-1.7	-2.6	2.4	-2.6	4.4
CCNC(=O)N1CCNC(=O)C1CC(=O)Nc1ccc(C(=O)OCC)cc1 (stereo unspecified)	0.9	3.0	·	·	3.6	·	-3.2	2.2
CCN(CC)S(=O)(=O)c1cc(NC(=O)Cc2n[nH]c(=O)c3ccccc23)ccc1C	·	1.0	3.2	-4.2	4.8	-20.1	3.2	·
CCCN1C[C@@H](C)[C@H](OC)CN(C)C(=O)c2cc(NC(=O)c3ccc4c(c3)OCO4)ccc2OC[C@H]1C	-15.6[16.7 µM]	-2.2	6.0	-0.4	-7.9	-11.0	1.6	15.2
CCCCn1c(C)nc2c(=O)n(C)c(=O)[nH]c21	-0.1	1.8	-0.4	·	0.9	·	0.4	5.2
C[C@H](CO)N1C[C@H](C)[C@@H](CN(C)C(=O)Nc2ccc3c(c2)OCO3)Oc2ccc(NC(=O)C3CC3)cc2CC1=O	-7.5[16.7 µM]	1.0	·	0.4	-4.2	-1.4	-1.7	22.2
COc1cc(OC)cc(C(=O)NCc2cccnc2)c1	2.7	4.3	·	·	4.9	26.0	-7.4	129.3*
Cc1ccccc1C(=O)NC(CC(C)C)C(=O)Nc1ccc(S(N)(=O)=O)cc1 (stereo unspecified)	-2.7	·	5.5	5.1	·	11.1	·	·
NC(=O)Cn1nc([N+](=O)[O-])nc1Oc1ccccc1F	-0.6	-1.6	2.7	-0.3	-5.9	9.0	-4.3	4.0
C[C@H]1CN([C@@H](C)CO)C(=O)c2cc(NC(=O)C3CCCCC3)ccc2O[C@@H]1CN(C)C(=O)Nc1ccc2c(c1)OCO2	1.9[16.7 µM]	-4.5	·	0.1	1.0	12.0	4.2	15.5

Bioassay records from PubChem.
